Bioassay records (PubChem BioAssay)
MEKK3 PB1 HTS – raises or lowers MEK5 binding to the human MEKK3 PB1 domain | binding response (% of control), % at 10 µM | bead-based flow cytometry, Alexa488-MEK5 binding to MEKK3; actives lie on both sides; 0 = blocked by unlabeled MEK5, 100 = vehicle | Q99759 | 290,000 tested, 1.4% active;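 active = binding response more than 3 SD above or below the average of its plate-row segment, actives on both sides; inconclusive = wells at one plate position flagged as instrument error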;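 note: Alexa488 bead fluorescence after subtracting the streptavidin-only scavenger bead signal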
Target sequence (Q99759 whole entry, looked up, the tested form may be a part): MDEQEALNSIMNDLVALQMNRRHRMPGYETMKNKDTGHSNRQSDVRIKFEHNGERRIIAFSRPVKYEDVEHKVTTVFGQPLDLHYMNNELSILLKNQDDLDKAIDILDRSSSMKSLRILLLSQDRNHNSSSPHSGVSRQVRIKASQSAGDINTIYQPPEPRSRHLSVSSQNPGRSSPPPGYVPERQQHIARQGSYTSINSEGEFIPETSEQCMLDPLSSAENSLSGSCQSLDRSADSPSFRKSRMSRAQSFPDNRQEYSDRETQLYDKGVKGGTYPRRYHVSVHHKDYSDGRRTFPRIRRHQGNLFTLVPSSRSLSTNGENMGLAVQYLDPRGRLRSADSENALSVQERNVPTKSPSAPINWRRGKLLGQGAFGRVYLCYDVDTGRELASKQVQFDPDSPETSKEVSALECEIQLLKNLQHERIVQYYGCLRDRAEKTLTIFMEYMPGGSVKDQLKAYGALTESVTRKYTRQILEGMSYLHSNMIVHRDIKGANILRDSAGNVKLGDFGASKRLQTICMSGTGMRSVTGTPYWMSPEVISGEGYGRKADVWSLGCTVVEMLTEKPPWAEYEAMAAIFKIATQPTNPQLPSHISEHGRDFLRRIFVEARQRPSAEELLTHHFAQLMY
MEKK2mut PB1 HTS – signal of MEK5 binding to mutant human MEKK2 PB1 domain; bead flow cytometry, Alexa488-MEK5 binding to MEKK2 mutant; percent response, % at 10 µM; 290,000 tested, 0.35% active; in the data active = percent response above about 24%, passing the limit was not always enough; note: inactives centre near 1; some results filed as inactive read as strong as hits; reference of the scale not given here
CRFBP-R2 agonist – agonists of human CRF-binding protein/CRF-R2 receptor complex; HEK293 CRF-R2/CRF-BP, calcium dye fluorescence (FLIPR); percent of saturating CRF peptide response; activation, % at 13.2 µM; AID 588473; 350,000 tested, 0.46% active;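 active = activation of at least 50%, plus an integration ratio under a set limit after plate pattern correction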;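 note: plate controls were neutral control wells without compound for no effect and CRF at EC100 for full effect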
MEKK2wt PB1 HTS – raises or lowers MEK5 binding to wildtype human MEKK2 PB1 domain | bead flow cytometry, Alexa488-MEK5 binding to MEKK2 WT; actives lie on both sides | binding response (% of control), % at 10 µM | 290,000 tested, 1.1% active | AID 1531; in the data active = binding response below about 67% or above about 130%; inconclusive = no clear call, values can overlap the other calls; inactive = in between
UBC9 SUMO inh – SUMOylation inhibition. P63279. HTRF SUMOylation assay, SAE1/SAE2 + UBC9, in vitro. inhibition, % at 35 µM. 290,000 tested, 0.36% active; in the data active = inhibition above about 50%, passing the limit was not always enough; inconclusive = no clear call, values can overlap the other calls; note: strong numbers were not always called active
CRFBP-R2 block – CRF-BP/CRF-R2 complex antagonism | 350,000 tested, 0.59% active | HEK293 CRF-R2/CRF-BP, CRF-induced calcium fluorescence | inhibition, % at 11.8 µM;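 active = inhibition of the ligand-induced calcium signal above about 50% at the single tested concentration, limit read from the data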
HCV NS3 hel inh – inhibitors of Hepatitis C virus NS3 helicase; NS3 helicase DNA unwinding, Cy5 molecular beacon fluorescence; inhibition, % at 10.9 µM; 290,000 tested, 0.56% active;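 active = inhibition above the mean of all tested compounds plus 3 SD, set per campaign, cut at about 35% in these data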;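 note: 0% = DMSO wells and 100% = thioflavine S control wells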
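Assay system: hepatitis C virus NS3 helicase domain fragment enzyme. Also added: annealed dual-labelled DNA beacon duplex, ATP-started. Timing: 1 h reaction at 25 °C, ATP-initiated. Technique: Cy5 fluorescence at 0 and 60 min, beacon hairpin quenching. Evaluation: % inhibition of unwinding. Replication: one well per compound.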
DNA FID counter – displaces DNA intercalator in HCV helicase counter-screen; DNA fluorescent intercalator displacement, fluorescence; inhibition, % at 7.9 µM; 290,000 tested, 0.17% active; AID 1845; in the data active = inhibition above about 37%;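 note: 0% = vehicle and 100% = reference compound; higher means more ethidium bromide displaced from hairpin DNA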
GalR3 antagonist – blocks the human galanin receptor 3; O60755; HEK293 GalR3-CNG cAMP membrane potential fluorescence; galR3 body fused to GalR1 C-terminus; inhibition, % at 3 µM; 360,000 tested, 0.44% active; AID 651719;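 active = inhibition above the screen-wide average plus 3 SD, cut at about 13% in these data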;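 note: forskolin and galanin both at EC90 stimulate the cells; cAMP rise reported by CNG channel membrane potential dye signal; 0% = forskolin plus galanin with DMSO and 100% = forskolin alone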
Target sequence (O60755 1-299 limits assumed): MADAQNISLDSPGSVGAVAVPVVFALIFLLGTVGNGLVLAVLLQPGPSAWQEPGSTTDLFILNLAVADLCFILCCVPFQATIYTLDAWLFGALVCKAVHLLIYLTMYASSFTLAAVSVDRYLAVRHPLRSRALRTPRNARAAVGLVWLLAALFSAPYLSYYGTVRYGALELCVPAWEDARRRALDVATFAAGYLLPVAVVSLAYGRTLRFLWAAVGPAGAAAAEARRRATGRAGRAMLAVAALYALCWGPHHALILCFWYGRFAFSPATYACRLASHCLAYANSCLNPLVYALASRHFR
* hit, by the source's call; u = inconclusive; x = not tested or not shown; [ ] = remark or other dose.

SMILES	MEKK3 PB1 HTS	MEKK2mut PB1 HTS	CRFBP-R2 agonist	MEKK2wt PB1 HTS	UBC9 SUMO inh	CRFBP-R2 block	HCV NS3 hel inh	DNA FID counter	GalR3 antagonist
CCNc1nc(Oc2ccc(Cl)cc2Cl)cc(C(F)(F)F)n1	103	2	0.7	102	5	-12	-4	-2	-6
Cc1ccccc1-c1nc(CN2CCC(C(=O)NCCCN3CCOCC3)CC2)c(C)o1	102	14	-1.5	130	-7	-2	-11	22	1
COc1ccc(NC(=O)c2nc3nccc(C)n3n2)cn1	107	6	2.9	109	7	-2	4	0	-5
O=C1C2CCCN2C(c2cccc(F)c2)N1c1cccc(Cl)c1 (centres undefined)	99	0	-0.2	99	-4	2	-7	-5	-2
CCOc1ccccc1CN1CCN(Cc2csc(C(C)=O)c2)CC1CCO (centres undefined)	102	15	-0.6	117	-6	5	-7	2	-3
O=C1C2CCCN2C(=O)N1CCN1CCN(c2ccccc2)CC1 (centres undefined)	95	-1	-1.1	100	-11	-5	10	1	1
Cc1ccc(S(=O)(=O)N2CCC(C(=O)NCC3CCCCC3)CC2)cc1	95	-3	1.1	93	16	-8	8	-39	-4
CC(=O)C1=C(O)C(=O)N(CCN(C)C)C1c1ccc(Cl)cc1 (centres undefined)	u	-22	-1.9	u	20	9	-3	2	0
COc1cccc(C2=CC(c3cc(OC)ccc3OC)n3nnnc3N2)c1 (centres undefined)	x	x	-0.5	x	17	2	-6	-14	-3
O=C(NCC1OCCCN1S(=O)(=O)c1cc(F)ccc1F)C(=O)NC1CCCCCC1 (centres undefined)	103	-5	-4.1	100	-2	-5	16	-34	1
CCc1ccccc1NC(=O)CC1S/C(=N\c2nccs2)N(CC)C1=O (centres undefined)	94	-7	-2.5	92	16	-7	4	-14	-2
CC1CCN(CCOc2cc(Cl)ccc2Cl)CC1	97	2	-1.9	105	9	-39	-2	11	-10
COC(=O)CSc1nc2c(cnn2-c2ccc(F)cc2)c(=O)[nH]1	107	2	-1.4	104	18	10	-18	-5	-7
COc1ccc(C(=O)NCCn2cc(SCC(=O)Nc3cc(C)on3)c3ccccc32)cc1OC	99	-1	1.9	99	7	14	-7	-12	-3
COc1cc2c(cc1OC)CN(C(=O)/C=C/c1ccc(F)cc1)CC2	101	-1	-0.7	100	-5	6	-9	-33	-7
CC(=O)Nc1cc(-c2ccc(Cl)cc2)nn1-c1ccccc1	93	8	-0.7	101	5	3	-6	0	0
O=C(NCC1CCCO1)C1CCC(=O)N1Cc1ccc(F)cc1 (centres undefined)	-1.0*[inhibitor]	-26	1.6	-4.0*[inhibitor]	-23	3	-4	0	-1
CCOc1ccc(NC(=O)C2CCN(S(C)(=O)=O)CC2)cc1	104	1	-1.5	102	3	5	0	-3	-8
CC(C)C1N=C2c3ccccc3N=C(SCc3cc(=O)n4cc(Cl)ccc4n3)N2C1=O (centres undefined)	99	1	0.1	99	9	18	5	0	-1
Cc1c(C(=O)N2CCCCCC2)nnn1-c1nonc1N	101	3	-0.4	108	-12	-5	-7	-4	-5
CC(C)(C)c1nc(SCC(=O)NNC(=O)c2ccccc2)c2ccccc2n1	103	1	-2.1	103	-6	-1	-1	-28	-9
C=CCNCCOCCSc1ccc(Cl)cc1	91	-2	-1.4	90	-4	-11	-3	9	-11
CCC(C)NC(=O)/C=C/c1ccc(S(=O)(=O)NCc2ccco2)cc1 (centres undefined)	x	x	1.2	x	6	7	2	-7	-3
CS(=O)(=O)Nc1cccc(C2=NN(C(=O)c3cccc(F)c3)C(c3cccs3)C2)c1 (centres undefined)	99	-4	5.8	102	-10	-15	6	-17	-10
CCOC(=O)C(=NCCCN1CCOCC1)NNc1cccc(C(F)(F)F)c1	85	-6	-1.4	97	-29	-1	1	-4	-6

Arranged by count of non-hydrogen atoms (rising): some entries from above.
SMILES	MEKK3 PB1 HTS	MEKK2mut PB1 HTS	CRFBP-R2 agonist	MEKK2wt PB1 HTS	UBC9 SUMO inh	CRFBP-R2 block	HCV NS3 hel inh	DNA FID counter	GalR3 antagonist
COc1ccc(NC(=O)c2nc3nccc(C)n3n2)cn1	107	6	2.9	109	7	-2	4	0	-5
CC(=O)Nc1cc(-c2ccc(Cl)cc2)nn1-c1ccccc1	93	8	-0.7	101	5	3	-6	0	0
COC(=O)CSc1nc2c(cnn2-c2ccc(F)cc2)c(=O)[nH]1	107	2	-1.4	104	18	10	-18	-5	-7

Some of the entries above in another layout.
Screens in order – MEKK3 PB1 HTS	MEKK2mut PB1 HTS	CRFBP-R2 agonist	MEKK2wt PB1 HTS	UBC9 SUMO inh	CRFBP-R2 block	HCV NS3 hel inh	DNA FID counter	GalR3 antagonist
> Cc1c(C(=O)N2CCCCCC2)nnn1-c1nonc1N
→ 101	3	-0.4	108	-12	-5	-7	-4	-5
> CC(C)(C)c1nc(SCC(=O)NNC(=O)c2ccccc2)c2ccccc2n1
→ 103	1	-2.1	103	-6	-1	-1	-28	-9

Continuation.
SMILES	MEKK3 PB1 HTS	MEKK2mut PB1 HTS	CRFBP-R2 agonist	MEKK2wt PB1 HTS	UBC9 SUMO inh	CRFBP-R2 block	HCV NS3 hel inh	DNA FID counter	GalR3 antagonist
CC1N(C)c2cccc3cccc(c23)N1C	81	2	-4.2	101	72	-16	0	4	-4
CC1C(=O)NN=C1C(=O)N/N=C\C(Br)=C\c1ccccc1 (centres undefined)	107	0	-2.6	94	-9	0	6	-1	-6
CN(C)c1nc(C#N)nc(N2CCOCC2)n1	98	-1	0.9	94	10	-2	2	-2	-1
CC(C)[C@H](CO)Nc1nc(Nc2ccc(Cl)c(C(=O)O)c2)c2ncn(C(C)C)c2n1	101	-6	2.0	99	19	-3	x	x	5
COc1ccc(-n2nnnc2SCC(=O)NCc2cccs2)cc1	98	-2	-1.1	95	14	-4	-4	-7	-3
CC1(C)CC(NC(=S)NCc2ccco2)CC(C)(C)N1	104	3	-0.8	105	1	-21	-2	1	-6
COc1ccc(NC(=O)c2cccc(S(=O)(=O)N3CCCCCC3)c2)cc1	101	-2	0.1	97	-1	-2	-3	-21	-3
O=C(CSCC(=O)N1CCCCC1)Nc1nc(-c2ccccc2)c(-c2ccccc2)s1	114	6	0.4	100	-24	4	-11	-32	x
CC1=CC(=O)C=C(C)C1=NOC(=O)c1cccc([N+](=O)[O-])c1	102	0	-3.2	100	11	39	2	3	-2
CC1CCc2nn(CC(=O)NCCCN3CCOCC3)cc2C1 (centres undefined)	100	3	-1.4	100	6	-1	-2	2	-3
COc1ccccc1OCCC(=O)OCCN1C(=O)c2ccccc2C1=O	98	3	1.1	101	14	21	2	-11	-6
COc1ccc(-c2noc(N3CCC(C(=O)N4CCN(c5ccccn5)CC4)CC3)n2)cc1	99	-4	-2.4	102	16	-21	-6	-15	8
CCOc1ccc(N2CC(C(=O)NCCc3ccc(OC)c(OC)c3)CC2=O)cc1 (centres undefined)	94	6	-1.5	100	-16	5	-4	-22	-1
COc1ccc(NC(=O)c2nc[nH]c2C(=O)N2CCN(C(=O)OC(C)(C)C)CC2)cc1	99	2	-1.2	103	-8	-18	x	x	-2
COc1ccccc1NC(=O)C1=C(C)Nc2ncnn2C1c1cccs1 (centres undefined)	105	2	-2.2	102	-1	24	-11	-7	-4
COc1ccc(OCCSc2n[nH]c(N)n2)cc1	81	-20	-1.7	91	9	13	-12	0	1
Clc1cccc(Cl)c1Cn1nnc(-c2cccs2)n1	99	-3	2.5	99	0	-3	2	1	1
Cc1ccc(N=Nc2ccc(O)c3ncccc23)cc1	94	-1	1.2	96	5	10	7	-2	1
CC(C)c1nnc(NC(=O)C2CCCN2C(=O)Nc2ccccc2[N+](=O)[O-])s1 (centres undefined)	107	-2	2.6	105	-13	-10	2	-13	0
O=C(Nc1ccccc1N1CCN(C(=O)c2ccccc2)CC1)c1ccccc1Cl	90	-23	-1.0	82	-4	-15	-8	-31	-2
COCCCNc1nc2nonc2nc1N1CCN(C2CCCC2)CC1	99	-10	-0.9	90	2	-16	-5	-2	3
O=[N+]([O-])c1cc(/C=N/O)ccc1Sc1ccccc1	101	2	0.6	99	22	31	-3	14	-1
O=C(CSc1oc(-c2ccc(F)cc2)nc1S(=O)(=O)c1ccccc1)NCC1CCCO1 (centres undefined)	98	0	-2.9	96	21	12	3	-8	-3
COc1cccc(NC(=O)COC(=O)Cc2ccc(Br)cc2)c1	x	x	-1.5	x	-18	-3	8	-14	-7
COc1ccc(C(=O)N2CCN(C(=O)C3COc4ccccc4O3)CC2)cc1OC (centres undefined)	103	1	-2.3	101	7	-3	-4	-37	2

Taken from the entries so far, 5 compounds:
SMILES	MEKK3 PB1 HTS	MEKK2mut PB1 HTS	CRFBP-R2 agonist	MEKK2wt PB1 HTS	UBC9 SUMO inh	CRFBP-R2 block	HCV NS3 hel inh	DNA FID counter	GalR3 antagonist
O=C(Nc1ccccc1N1CCN(C(=O)c2ccccc2)CC1)c1ccccc1Cl	90	-23	-1.0	82	-4	-15	-8	-31	-2
COCCCNc1nc2nonc2nc1N1CCN(C2CCCC2)CC1	99	-10	-0.9	90	2	-16	-5	-2	3
O=[N+]([O-])c1cc(/C=N/O)ccc1Sc1ccccc1	101	2	0.6	99	22	31	-3	14	-1
O=C(CSc1oc(-c2ccc(F)cc2)nc1S(=O)(=O)c1ccccc1)NCC1CCCO1 (centres undefined)	98	0	-2.9	96	21	12	3	-8	-3
COc1cccc(NC(=O)COC(=O)Cc2ccc(Br)cc2)c1	x	x	-1.5	x	-18	-3	8	-14	-7

Next section.
SMILES	MEKK3 PB1 HTS	MEKK2mut PB1 HTS	CRFBP-R2 agonist	MEKK2wt PB1 HTS	UBC9 SUMO inh	CRFBP-R2 block	HCV NS3 hel inh	DNA FID counter	GalR3 antagonist
CCOc1ccc(NC(=O)c2ccccc2NS(C)(=O)=O)cc1	97	2	-0.2	100	6	11	5	-3	-7
CNC(=O)CSc1nc2[nH]ncc2c(=O)[nH]1	114	-1	0.3	109	0	5	1	-4	1
CCOC(=O)COc1ccc2c(C#N)c3ccccn3c2c1	99	-5	11	96	36	-31	-10	7	-3
O=C(C(NS(=O)(=O)c1cccs1)c1ccccc1)N1CCN(c2ccccc2)CC1 (centres undefined)	101	-2	-4.0	96	7	-83	8	4	2
O=C(CSc1ccc2ccccc2n1)NCc1ccc2c(c1)OCO2	105	-3	1.0	95	10	15	-26	-10	-1
COc1ccc(N2C(=O)C3C4C=CC(C4)C3C2=O)c([N+](=O)[O-])c1 (centres undefined)	95	-7	-2.7	97	7	25	-1	0	-8
CC1(C)CC(=O)C=C(NCc2ccccc2)C1	102	6	-1.2	101	3	-3	4	-2	0
COC(=O)c1cc(Nc2cc(C)c3c(O)cccc3n2)cc(C(=O)OC)c1	100	-4	-0.3	99	4	-3	-24	-1	-3
Cc1cc(C)c(NC(=S)N(CCN2CCCCC2)Cc2ccco2)c(C)c1	92	-2	4.5	96	3	1	-3	7	-3

Only part of the results is shown; count on the stated rates, not on these rows.
